High-throughput results: PubChem BioAssay, NMMLSC
S aureus QS inh – blocks AIP-induced quorum sensing reporter in S. aureus | S. aureus RN6390 RNAIII-GFP reporter, flow cytometry 3 h | inhibition, % at 2 µM | 24,000 tested, 0.3% active;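 active = share of bacteria positive for the green fluorescent reporter and its mean brightness both inhibited by 50% or more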;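 note: 0% = AIP-stimulated control and 100% = unstimulated bacteria without AIP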
S aureus QS inh GFP MFI % – also measured in S aureus QS inh; calls as there; inhibition, %; measured here: inhibition of GFP MFI
An asterisk follows results filed as active. The list is partial; rates above refer to the full screens.

No.	structure	S aureus QS inh	S aureus QS inh GFP MFI %
1	COc1ccccc1-n1c(-c2cccnc2)n[nH]c1=S	-1	-6
2	Cc1ccccc1NC(=O)C1CCCN(S(=O)(=O)c2cccc3cccnc23)C1 (stereo unspecified)	-2	-8
3	COc1ccc(C(=O)NCCn2cc(SCC(=O)NCc3ccco3)c3ccccc32)cc1	1	5
4	COCCCn1c(=O)c2ccccc2c2ccccc2c1=O	-3	-10
5	COc1ccc(-n2c(Cc3cccn3C)nnc2SCC(=O)NCCc2ccccc2)cc1	0	0
6	COCCNC(=O)c1csc2c1CCCC2	-1	-2
7	CSc1nc(C)c(C(=O)Nc2ccccc2)c(C)c1C#N	0	10
8	COc1ccc(CC(=O)N2CCNC2=O)cc1	-5	-11
9	COC(=O)c1ccc(C2C(C(C)=O)=C(O)C(=O)N2CCO)cc1 (stereo unspecified)	0	-10
10	CCOC(=O)c1[nH]c(C)c(C(=O)Nc2ccccc2C)c1C	2	17
11	O=S(=O)(c1ccc(N2CCN(c3ccc(F)cc3)CC2)cc1)N1CCCC1	0	4
12	c1ccc(N2CCN(Cc3cn4cccnc4n3)CC2)cc1	-1	6
13	COc1ccc(S(=O)(=O)N2CCN(c3ccc4nnc(-c5ccc(F)cc5)n4n3)CC2)cc1	-1	2
14	Cc1sc(NC(=O)CSc2nc(N)n(CC(=O)c3ccccc3)n2)c(C#N)c1C	-2	1
15	CN1CCN(C(=O)C2(NC(=O)Nc3cccc(F)c3)CCCCC2)CC1	-2	-7
16	O=C(O)c1n[nH]c2ccccc12	-3	-6
17	COc1cccc(C2C=C(c3ccc(Br)s3)Nc3ncnn32)c1OC (stereo unspecified)	-4	-10
18	O=C(O)CCc1nn2c3ccccc3nc2n(CCN2CCCCC2)c1=O	-1	-3
19	O=C(CCCn1c(=O)c2ccccc2n(Cc2ccccc2)c1=O)NCc1ccco1	-1	-17
20	Cn1c(=O)[nH]c(=O)c2c1nc(CN1CCN(c3cccc(Cl)c3)CC1)n2CCc1ccccc1	0	-24
21	CCOC(=O)N1CCN(C(=O)Cn2ccc3ccccc3c2=O)CC1	-2	-8
22	CSc1cccc(NC(=O)C2CCN(S(=O)(=O)c3ccc(F)cc3)CC2)c1	1	14
23	CCOc1ccc2nc(NC(=O)CSc3nc4ccccc4c(=O)n3Cc3ccco3)sc2c1	3	11
24	O=C(COc1ccc(Cl)cc1)NCc1nnc(SCC(=O)c2ccccc2)o1	5	15
25	COC(=O)c1cc2occc2n1CC(=O)N(C)C1CCCCC1	-1	2
26	Cc1ccc(CS(=O)(=O)CCC(=O)NCCN2CCCC2)cc1	-4	-28
27	CCCOC(=O)/C(C(N)=NCc1ccccc1)=C(\O)OCCC	0	3
28	CCCN(CC1CC1)C(=O)Nc1ccccc1C	-3	-14
29	CCOCCCNC(=O)Cc1c(C(=O)O)[nH]c2ccc(Cl)cc12	-8	-11
30	O=C(Cn1cc2c(n1)CCCC2)Nc1ccccc1Br	1	4

Continued:
No.	structure	S aureus QS inh	S aureus QS inh GFP MFI %
31	Cc1cccc(NC(=O)CC2NC3CCCCC3NC2=O)c1 (stereo unspecified)	0	1
32	O=c1[nH]c(CN2CCN(Cc3ccccc3)CC2)nc2sc3c(c12)CCC3	0	-9
33	COc1ccc(C(=O)N(Cc2ccco2)C(C(=O)NC2CCCC2)c2ccc(O)cc2)cc1OC (stereo unspecified)	-1	2
34	CCCn1c(OC)nc2c1c(=O)n(C)c(=O)n2C	-1	0
35	COC(=O)c1ccc(NC(=O)CN2CCN(S(=O)(=O)c3cc(Cl)ccc3OC)CC2)cc1	5	14
36	CCOc1ccc2[nH]c(=O)c(CN(CCOC)C(=O)N3CCOCC3)cc2c1	0	-1
37	CC1CCCCC1NC(=O)c1cc2c(s1)CS(=O)(=O)C2 (stereo unspecified)	-1	26
38	COc1oc(-c2ccccc2)nc1C(F)(F)F	-1	-4
39	CC(NC(=O)Cc1cccs1)C(c1cccs1)N1CCOCC1 (stereo unspecified)	4	14
40	Cc1cccc(-c2nc(CN3CCCC(C(=O)NC4CCCC4)C3)c(C)o2)c1 (stereo unspecified)	2	6
41	O=C(NCCCN1CCOCC1)c1cc(-c2ccc(Cl)cc2)on1	1	19
42	Nn1cnnc1SCC(=O)Nc1ccc2c(c1)OCCO2	2	14
43	CCOC(=O)N1CCC(NC(=O)C2CCN(C(=O)N3CCOc4ccccc43)CC2)CC1	-1	6
44	Cc1cc(NC(=O)c2noc3c2CCCC3)nn1Cc1ccc(Cl)cc1	-1	2
45	Cc1ccc(CN2C(=O)CCC2C(=O)NCCCN2CCC(C)CC2)cc1 (stereo unspecified)	-2	-2
46	CC1(C)CC(=O)C2=C(C1)N(CCN1CCOCC1)C1=C(C(=O)CC(C)(C)C1)C2c1cccc(Cl)c1	0	4
47	Cc1ccc(O)c(C(=O)CC(=O)c2cccc(F)c2)c1	3	6
48	COc1cccc(C2=NOC(C(=O)NCC3CCCO3)C2)c1 (stereo unspecified)	2	-10
49	CCOC(=O)C1CCCN(c2c(NCCCN(CC)c3ccccc3)c(=O)c2=O)C1 (stereo unspecified)	-2	-6
50	Cc1ccc(NC(=O)c2oc3ccccc3c2NC(=O)c2ccc3c(c2)OCO3)cc1	9	8
51	CCCSc1nc(C)c(-c2csc(C(C#N)=C3CCCC3)n2)cc1C#N	-2	-20
52	Cc1ccnc(N2C(=O)c3ccccc3C2Nc2ccc3c(c2)OCCO3)c1 (stereo unspecified)	-3	-4
53	CC(C(=O)NC(=O)NC1CCCCC1)N1CCN(c2ccccn2)CC1 (stereo unspecified)	-1	5
54	Cc1ccc2nc(-c3ccccn3)cc(C(=O)N3CCN(c4ncccn4)CC3)c2c1	-3	-2
55	CCOC(=O)C1=C(CS(=O)(=O)c2ccc(F)c(C)c2)NC(=O)NC1c1ccc(O)c(O)c1 (stereo unspecified)	0	10
56	Cc1ccc(CN2C(=O)CCC2C(=O)NC2CCCC2)cc1 (stereo unspecified)	0	24
57	Nc1nc2c(ncn2COCCO)c(=O)[nH]1	-2	-18
58	CCOc1nc(-c2ccccc2)ccc1-c1noc(-c2cccnc2)n1	0	3
59	CCOP(=O)(c1ccc(N(C)C)cc1)C(O)c1c(Cl)cccc1Cl (stereo unspecified)	2	5
60	CC(C)C(NS(=O)(=O)c1cccs1)C(=O)NCc1ccc2c(c1)OCO2 (stereo unspecified)	-5	-20

Full records from above:
COc1cccc(C2=NOC(C(=O)NCC3CCCO3)C2)c1 (stereo unspecified) is listed as S aureus QS inh = 2; S aureus QS inh GFP MFI % = -10
Cc1ccc(CN2C(=O)CCC2C(=O)NC2CCCC2)cc1 (stereo unspecified) is listed as S aureus QS inh = 0; S aureus QS inh GFP MFI % = 24

(next part)
No.	structure	S aureus QS inh	S aureus QS inh GFP MFI %
61	CCN1CCN(C(c2cccc(OC)c2)c2sc3nc(C)nn3c2O)CC1 (stereo unspecified)	-1	4
62	CS(=O)(=O)c1ccc2nc(NC(=O)c3cccs3)sc2c1	3	10
63	CCOc1ccc(-c2nc(N)ncc2-c2ccccc2)c(O)c1	-1	-1
64	COc1ccc(NC(=O)c2oc3ccccc3c2NC(=O)COc2ccccc2OC)c(OC)c1	22	29
65	CC(C)OC(=O)CSc1nc2cccnc2n1C1CCCCC1	0	-3
66	CCOC(=O)c1nnn(-c2nonc2N)c1-c1cccs1	-5	-10
67	O=C(CN1C(=O)CCS(=O)(=O)c2ccccc21)Nc1cccc(F)c1	-2	-10
68	COCCNC(=O)Cc1cn(C)c2ccccc12	-1	0
69	COc1cc2[nH]c(=O)n(CCCCCC(=O)NCCCN3CCC(C)CC3)c(=O)c2cc1OC	4	18
70	CN(C)/C=N/c1c(C#N)nnn1Cc1ccccc1	-2	12
71	CCCC(c1nnnn1Cc1ccc(OC)cc1)N1CCN(c2ccccc2OC)CC1 (stereo unspecified)	6	26
72	CCOC(=O)N1CCN(C(=O)CC(=O)Nc2ccc3nc4n(c(=O)c3c2)CCCCC4)CC1	-3	-11
73	O=C(Nc1ccc(F)cc1Cl)c1ccc2c(=O)n3c(nc2c1)CCCCC3	0	13
74	CCCC(=O)NC(C)C(c1cccs1)N1CCN(C)CC1 (stereo unspecified)	0	-1
75	CC(C)(C)NCc1cc2ccccc2[nH]c1=O	0	-20
76	CCOC(=O)c1cccc(NC(=O)c2cnc3ccccc3n2)c1	2	8
77	O=C1CN=C(Nc2cccc(C(F)(F)F)c2)N1C1CCCC1	0	-3
78	COc1cccc(-c2nn(C)c3sc(C(=O)NCc4ccc(C)o4)cc23)c1	11	48
79	O=C(CCNS(=O)(=O)c1cccs1)NCc1ccco1	-1	-14
80	COc1ccccc1NC(=O)C(O)C(O)C(=O)Nc1ccccc1OC (stereo unspecified)	0	-48
81	CCn1cc(C(=O)OCC(=O)OC2CC(C)CCC2C(C)C)c(=O)c2ccc(C)nc21 (stereo unspecified)	17	26
82	CCN(CCCNC(=O)CNC(=O)Cn1cnc2ccccc2c1=O)c1ccccc1	8	39
83	Cc1cc(C)cc(Nc2ncc3c(n2)CC(c2ccco2)CC3=O)c1 (stereo unspecified)	0	-25
84	CCOC(=O)c1sc(=S)n(-c2cc(OC)ccc2OC)c1N	4	40
85	CC(=N\O)/C(CN(C)C)=N/O	1	10
86	c1c2c(cc3sc(N4CCOCC4)nc13)OCCO2	0	7
87	COc1ccc(Cl)cc1N1C(=O)C2CCCN2C1c1cccc(F)c1 (stereo unspecified)	-12	-48
88	CCOc1ccc(C2N(c3cc(Cl)ccc3OC)C(=O)C3CCCN32)cc1OC (stereo unspecified)	-22	-46
89	Cc1ccc(CNC(=O)CNS(=O)(=O)c2cccc3nsnc23)cc1	10	29
90	CC(NC(=O)c1cccc(N2CCCC2=O)c1)c1ccc2c(c1)OCCO2 (stereo unspecified)	4	-5

Single entries from the results shown.
Reading of COc1ccc(NC(=O)c2oc3ccccc3c2NC(=O)COc2ccccc2OC)c(OC)c1 under S aureus QS inh GFP MFI %: 29
Reading of c1c2c(cc3sc(N4CCOCC4)nc13)OCCO2 under S aureus QS inh GFP MFI %: 7

The listing continues:
No.	structure	S aureus QS inh	S aureus QS inh GFP MFI %
91	O=C(NCc1ccco1)C1CCN(c2nnc(-n3cccc3)s2)CC1	-1	4
92	Cn1c(=O)c2cc(S(=O)(=O)Nc3cccc(F)c3)ccc2n(C)c1=O	0	27
93	CCS(=O)(=O)n1nc(-c2ccc(Cl)cc2)nc1N	-3	10
94	COc1ccc(NC(=O)c2cc(-c3cccs3)on2)cc1OC	0	12
95	CC12CCC(C(=O)O)(C/C1=N\O)C2(C)C (stereo unspecified)	-2	2
96	CCOc1ccc(CCNC(=O)C2CCN(c3nn4c(=O)cc(C)nc4s3)CC2)cc1OCC	6	13
97	O=C(O)CCCCNS(=O)(=O)c1ccc(Cl)c(C(F)(F)F)c1	0	9
98	COc1ccc(NC(=O)c2cnc3n(c2=O)CCS3)cc1OC	5	6
99	Cn1c(Cc2csc(N)n2)nnc1SCC(=O)NCc1ccccc1	1	8
100	CCOC(=O)c1c(-c2ccc(C)o2)csc1NC(=O)COC(=O)c1cccs1	2	12
101	CC(C)(C)C(=O)N=C1SC2CS(=O)(=O)CC2N1c1ccc2c(c1)OCO2 (stereo unspecified)	-3	-6
102	O=C(NCC1CCCO1)C1CCN(S(=O)(=O)N2CCCC2)CC1 (stereo unspecified)	-2	-6
103	CC(=O)c1c(OCC(=O)O)ccc2c(C)cc(=O)oc12	0	-11
104	COc1ccc(Nc2nc(N)nc(CN3CCc4ccccc4C3)n2)cc1	-6	-13
105	CCOC(=O)C1CCCN(C(=O)c2cn(C)c(=O)c3cc(OC)c(OC)cc23)C1 (stereo unspecified)	-2	-9
106	CCOC(=O)N1CCC(NC(=O)c2cnn3ccccc23)CC1	3	11
107	COc1ccc(OC)c(NC(=O)CS(=O)(=O)c2ccccc2)c1	0	-2
108	O=C(NCc1ccc2c(c1)OCO2)C1CC(=O)N(CCc2ccccc2)C1 (stereo unspecified)	-3	-16
109	COc1ccc(-n2c(Cc3cc(=O)[nH]c(=O)[nH]3)nnc2SCC(=O)N2CCC(C)CC2)cc1	-5	0
110	CC(=O)c1ccc(NC(=O)C2CCCN2S(=O)(=O)c2ccc(F)cc2)cc1 (stereo unspecified)	0	2
111	Nn1c(CSc2ccccn2)nc2ccccc2c1=O	-2	-3
112	CSCCC(N=CC1=C(O)CC(C)(C)CC1=O)C(=O)O (stereo unspecified)	0	3
113	COc1ccccc1NC(=O)N(CCN1CCCC1)Cc1cc2cc(C)ccc2[nH]c1=O	0	1
114	COC(=O)c1ccccc1NC(=O)c1cc(-c2cccc(OC)c2)on1	-2	14
115	O=C(Cn1nnc(-c2cc(Cl)ccc2-n2cnnn2)n1)N1CCCc2ccccc21	-1	-13
116	CC1CCc2nn(CC(=O)NCc3ccc4c(c3)OCO4)cc2C1 (stereo unspecified)	-2	-13
117	COc1ccc(S(=O)(=O)Nc2ccccc2SC)cc1C	-1	-9

Laid out differently: three of the compounds above
(113) COc1ccccc1NC(=O)N(CCN1CCCC1)Cc1cc2cc(C)ccc2[nH]c1=O
(107) COc1ccc(OC)c(NC(=O)CS(=O)(=O)c2ccccc2)c1
(101) CC(C)(C)C(=O)N=C1SC2CS(=O)(=O)CC2N1c1ccc2c(c1)OCO2 (stereo unspecified)

Assay by compound | 113 | 107 | 101
S aureus QS inh | 0 | 0 | -3
S aureus QS inh GFP MFI % | 1 | -2 | -6

Entries above containing a tert-butyl group (2):
No.	structure	S aureus QS inh	S aureus QS inh GFP MFI %
75	CC(C)(C)NCc1cc2ccccc2[nH]c1=O	0	-20
101	CC(C)(C)C(=O)N=C1SC2CS(=O)(=O)CC2N1c1ccc2c(c1)OCO2 (stereo unspecified)	-3	-6
